Screening data as filed in PubChem BioAssay.
Akt phos inh: inhibitors of Akt phosphorylation. Neuro2A IGF-stimulated pAkt S473 HTRF, 20 min; active compounds read low. activity change, % for hits at 50 µM. 360,000 compounds, 0.32% hits. AID 651550; in the data active = activity change below about -80%; inconclusive = mostly about -51% to -80%; also: % is scaled to controls: 0 for no effect and ±100 for the full control effect
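Neuro2A cells in DMEM with 0.5% FBS, overnight at 37 deg C, given compound at single 50 µM final, then IGF (6 nM final) for 20 min at 37 deg C. Lysed; phospho-Akt Ser473 by HTRF after 24 h, 665/615 ratio.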
ATXN viability: reduces viability in counter-screen for ATXN expression inhibitors; Potency, µM (top dose mostly 56.7 µM), usual class: cytotoxic; 400,000 compounds, 0.49% hits; S2 cells (HEK-293 line with an ATXN2-luciferase reporter) viability, CellTiter-Fluor protease fluorescence, 24 h; active = well fitted cell-killing curve with a large enough effect; inconclusive = small, poorly fitted or top-dose-only effect, or effect the other way; inactive = no such curve, though single readings can be large or run the other way; also: potency is read from the fitted curve at half-maximal effect; nearly all actives have a fitted effect of over 40% in size
Calls only; i = inactive; ? = inconclusive; / = not tested or not shown. Not all compounds are listed; rates above refer to the full screens.

Every second line gives: Akt phos inh | ATXN viability
> O=C(C[C@H]1CC[C@H]2[C@@H](COC[C@@H](O)CN2S(=O)(=O)c2ccc(F)cc2)O1)N[C@@H]1CCN(Cc2ccccc2)C1
 : i | /
> COc1ccc(C2=Nc3ccccc3N(C(=O)c3cc(Cl)cc(Cl)c3)C2C(=O)NCc2ccccc2)cc1 (stereo not given)
 : i | /
> COCC(=O)N1C[C@H](C)[C@H](OC)CN(C)C(=O)c2cc(NC(=O)Nc3cccc(F)c3)ccc2OC[C@@H]1C
 : i | /
> CCOC(=O)[C@]12CCCC=C1N(CCC1=CCCCC1)C(=O)[C@H](CC(=O)N1CCCC1)C2
 : i | /
> COCCN1C(=O)CN(S(C)(=O)=O)CC1(C)C(=O)Nc1c(C)cccc1C (stereo not given)
 : i | /
> Cc1cccc(C)c1NC(=O)C1(C)CN(S(C)(=O)=O)CC(=O)N1CCOc1ccccc1 (stereo not given)
 : i | /
> COc1ccc(C(C(=O)Nc2ccc3c(c2)OCCO3)n2c(=O)c(-c3ccco3)nc3ccccc32)cc1 (stereo not given)
 : i | /
> CCCNC(=O)N[C@H]1C=C[C@H](CC(=O)OC)O[C@@H]1CO
 : i | /
> CC(C)c1cc(Cn2c3ccccc3c(=O)n2C(C)Cn2cc(CCc3ccccc3)nn2)on1 (stereo not given)
 : i | /
> COc1ccc(C(=O)NCCNc2nc3cc(C)cc(C)c3cc2C#N)c(OC)c1
 : i | /
> O=C(Nc1ccc(F)cc1)N[C@H]1CC[C@H](CCNS(=O)(=O)c2cccc(Cl)c2)O[C@@H]1CO
 : i | /
> COc1ccc(N2c3ccccc3CN(Cc3ccccc3)[C@@H](C)[C@H]2Cc2c(C)cccc2C)cc1
 : i | /
> O=C(NC1CCCC1)C(c1ccccc1)n1c(-c2ccc3c(c2)CCO3)nc2ccccc21 (stereo not given)
 : i | /
> O=C(C[C@@H]1CC[C@H](NC(=O)Cc2ccccn2)[C@@H](CO)O1)NCCc1ccccc1
 : i | /
> Cc1cccc(N2CCN(C(C(=O)NCc3ccccc3)c3ccc(F)cc3)CC2)c1C (stereo not given)
 : i | /
> Cc1ccc(S(=O)(=O)N2[C@@H](CO)CO[C@H]2CC(=O)c2ccccc2)cc1
 : i | /
> CCCCCNC(=O)C(c1ccc(OC)cc1)n1c(=O)c(-c2cc3ccccc3[nH]2)nc2ccccc21 (stereo not given)
 : i | /
> CCCCNC(=O)C(NC(=O)c1cnccn1)C(=O)c1ccccc1 (stereo not given)
 : i | /
> COc1ccc(C(C(=O)NC(C)(C)C)n2c(=O)c(-c3cc4ccccc4[nH]3)nc3ccccc32)cc1 (stereo not given)
 : i | /
> Cc1ccc(S(=O)(=O)C[C@@H]2OC[C@H](C)N2S(=O)(=O)c2ccc(C)cc2)cc1
 : i | /
> CCOC(=O)[C@]12CCCC=C1N(CCc1ccc(OC)c(OC)c1)C(=O)[C@H](CC(=O)NCCc1ccccc1OC)C2
 : i | /
> Cc1ccc(S(=O)(=O)N2[C@@H](Cc3ccccc3)CO[C@H]2CC(=O)c2ccc(F)cc2)cc1
 : i | /
> CCOC(=O)[C@]12CCCC=C1N(CCC1=CCCCC1)C(=O)[C@H](CC(=O)NCCCN1CCCC1=O)C2
 : i | /
> COc1ccc(CN2C(=O)CSCC2(C)C(=O)NC(C)C)cc1 (stereo not given)
 : i | /
> CC(C)(C)OC(=O)NCCc1nc(NC(=O)OCc2ccccc2)sc1C(=O)O
 : i | /
> O=C(NCc1ccccc1)C(C1CC1)n1c(Cc2cc(F)cc(F)c2)nc2ccccc21 (stereo not given)
 : i | /
> CN1C(=O)[C@@](O)(c2cn(C)c3ccccc23)c2cc(F)ccc21
 : i | /
> CN1C(=O)[C@@](O)(c2cn(C)c3ccccc23)c2ccccc21
 : i | /
> O=C(Nc1ccc(F)cc1)C(c1cc2ccccc2o1)N1CCN(c2cccc(C(F)(F)F)n2)CC1 (stereo not given)
 : i | /
> CCC(C(=O)NCc1ccccc1)n1c(Cc2cc(F)cc(F)c2)nc2ccccc21 (stereo not given)
 : i | /
> O=C(NCc1ccccc1)C(CCc1ccccc1)n1c(=O)c(-c2cc3ccccc3[nH]2)nc2ccccc21 (stereo not given)
 : i | /
> CCOC1=C2CN(S(=O)(=O)c3ccc(C)cc3)C(c3ccc(CC)cc3)CC2n2c(=O)n(-c3ccccc3)c(=O)n2C1 (stereo not given)
 : i | /
> O=C(NC1CCCC1)c1nc(-c2ccco2)oc1-c1ccccc1
 : i | /
> CC(C)(C)NC(=O)C(c1ccccc1F)n1c(=O)c(-c2cc3ccccc3[nH]2)nc2ccccc21 (stereo not given)
 : i | /
> O=C(NCc1ccccc1)C(c1cccc2ccccc12)n1c(=O)c(-c2cc3ccccc3[nH]2)nc2ccccc21 (stereo not given)
 : i | /
> COC(=O)C1(C(=O)OC)c2ccccc2N(S(=O)(=O)c2ccc(C)cc2)C1CC(=O)c1ccccc1 (stereo not given)
 : i | /
> CC1(C(=O)NCc2ccccc2)CSCC(=O)N1Cc1cccc(C(F)(F)F)c1 (stereo not given)
 : i | /
> COc1ccc(C(C(=O)NCc2ccccc2)n2c(=O)c(-c3ccccc3)nc3ccccc32)cc1 (stereo not given)
 : i | /
> O=C(C(=O)N1CCC(c2ccccc2)CC1)c1ccccc1
 : i | /
> CCCc1nc2ccccc2n1C(C)C(=O)NC(C)(C)C (stereo not given)
 : i | /
> CSCCC(C(=O)NC(C)(C)C)n1c(-c2ccc(C)cc2)nc2ccccc21 (stereo not given)
 : i | /
> O=C(Nc1ccc(F)cc1)C(CCc1ccccc1)N1CCN(c2ccncc2)CC1 (stereo not given)
 : i | /
> CCCc1c(-c2cccc(Br)c2)ncn1Cc1cccc(-c2ccccc2)c1
 : i | /
> Cc1cc2c(cc1C)-n1nnnc1C(N1CCCC1)C(=O)N2 (stereo not given)
 : i | /
> CSCCC(c1nc2ccccc2[nH]1)n1c(/C=C/c2ccc(F)c(F)c2)nc2ccccc21 (stereo not given)
 : i | /
> CC(C)(C)C(c1nc2ccccc2[nH]1)n1c(-c2ccco2)nc2ccccc21 (stereo not given)
 : i | /
> CCCc1c(-c2ccc(Cl)cc2)ncn1Cc1cccc(-c2ccccc2)c1
 : i | /
> O=C(C(=O)N1CCN(C(=O)OCc2ccccc2)CC1)c1cccnc1
 : i | /
> COC(=O)[C@@]12C[C@@H](CC(=O)N3CCOCC3)C(=O)N(Cc3cccc4ccccc34)C1=CCC(C)(C)C2
 : i | /
> Cc1cccc(C)c1NC(=O)C(CCc1ccccc1)N1CCN(C)CC1 (stereo not given)
 : i | /
> Cc1cc(NC(=O)OC(C)(C)C)c(-n2nnnc2C(C(=O)c2ccccc2)N2CCOCC2)cc1C (stereo not given)
 : i | /
> COc1cccc(C(=O)C(=O)N2CCN(C(=O)OCc3ccccc3)CC2)c1
 : i | /
> Cc1ccccc1S(=O)(=O)N1C[C@@H]2C(C(=O)C[C@@H]3C(=O)N(C)C(=O)[C@@H]32)[C@@H]1c1ccc(Cl)cc1 (stereo not given in full)
 : i | /
> COC(=O)C1=CN(c2ccc3c(c2)OCO3)C(N)=C(C#N)C1c1ccccc1 (stereo not given)
 : i | /
> COC(=O)[C@@]12C[C@@H](CC(=O)NCCC(C)C)C(=O)N(Cc3ccco3)C1=CCC(C)(C)C2
 : i | /
> COc1ccc(N2C(=O)c3ccccc3NC(=O)C2C(=O)NCC(C)C)cc1 (stereo not given)
 : i | /
> COC(=O)[C@]12CCCCC=C1N(CCc1ccc(OC)c(OC)c1)C(=O)[C@H](CC(=O)N1CCCCC1)C2
 : i | /
> O=C(NC1CCCC1)C(c1ccccc1)n1c(-c2cccs2)nc2ccccc21 (stereo not given)
 : i | /
> COC(=O)[C@@]12C[C@@H](CC(=O)NCc3ccc(C)o3)C(=O)N(Cc3ccco3)C1=CCC(C)(C)C2
 : i | /
> CCCCNC(=O)c1nc(-c2cc3ccccc3[nH]2)oc1-c1ccccc1
 : i | /

Other records follow:
Every second line gives: Akt phos inh | ATXN viability
> CCOC(=O)[C@]12CCCC=C1N(CCc1ccc(OC)c(OC)c1)C(=O)[C@H](CC(=O)NCCCCc1ccccc1)C2
 : i | /
> COC(=O)C1=CN(c2ccc(F)cc2)C(N)=C(C#N)C1c1ccccc1 (stereo not given)
 : i | /
> COP(=O)(OC)OC(C(=O)c1ccccc1)c1ccc(Cl)cc1 (stereo not given)
 : i | /
> COCCN1C(=O)CSCC1(C)C(=O)NC(C)C (stereo not given)
 : i | /
> COC1=CC(=O)OC(c2ccccc2C(F)(F)F)C1 (stereo not given)
 : i | /
> O=C(NC1CCCC1)C(C1CC1)n1c(C2CC2)nc2ccccc21 (stereo not given)
 : i | /
> COc1ccc(N2C(=O)c3ccccc3NC(=O)C2C(=O)NCCc2ccccc2F)cc1 (stereo not given)
 : i | /
> CC(c1nc2ccccc2n1Cc1ccccc1)n1c(-c2cnccn2)nc2ccccc21 (stereo not given)
 : i | /
> CC(=O)N1CCC(C(=O)N2c3ccccc3N=C(c3ccc4c(c3)OCO4)C2C(=O)NCc2ccccc2)CC1 (stereo not given)
 : i | /
> CCCCCCCCCCCCOCCO
 : / | i
> COc1ccc(CCN(C)CCCN2CCc3cc(OC)c(OC)cc3CC2=O)cc1OC
 : / | i
> CC1=CC(=O)C2=C(C)CC[C@@H]3[C@@H](OC(=O)[C@H]3C)[C@H]12
 : / | i
> O=C(CCOCCOCCOCCOCCC(=O)Nc1c(I)cc(I)c(C(=O)O)c1I)Nc1c(I)cc(I)c(C(=O)O)c1I
 : / | i
> COc1cc(-c2cnc3ccccc3c2)cc2c1OCCN(C(=O)Cn1nccc1C)C2
 : / | i
> Cc1cc2c(c(-c3ccc(Cl)cc3)c1)OC(CNC(=O)CCC(=O)N(C)C)C2 (stereo not given)
 : / | i

Random excerpt: 2 compounds from above, in no set order.
Every second line gives: Akt phos inh | ATXN viability
> COCCN1C(=O)CSCC1(C)C(=O)NC(C)C (stereo not given)
 : i | /
> Cc1cc2c(c(-c3ccc(Cl)cc3)c1)OC(CNC(=O)CCC(=O)N(C)C)C2 (stereo not given)
 : / | i

Remaining list, next part
Every second line gives: Akt phos inh | ATXN viability
> CC(=O)c1ccc(-c2ccc3c4c(ccc3c2)OC(CNC(=O)[C@@H]2CCCN2C(C)=O)C4)s1 (stereo not given in full)
 : / | i
> O=C(c1ccc(Cn2cnnn2)cc1)N1CCOc2ccc(C(O)C3CCCCC3)cc2C1 (stereo not given)
 : / | ?
> O=C(c1cccnc1)C1CCCN(Cc2ccc3c(c2)CN(C(=O)c2ccc4[nH]ccc4c2)CCO3)C1 (stereo not given)
 : / | i
> COc1cc(OC)c(OC)cc1CN1CCCC(c2nc(C)ncc2-c2ccc(F)cc2)C1 (stereo not given)
 : / | i
> O=S(=O)(NCc1nnc2n1CCN(Cc1ccccc1Cl)CC2)c1ccccc1
 : / | i
> CN(C)c1ccc(C(=O)N2CCCC(Cn3cc(C(=O)N4CCCC4)nn3)C2)cc1 (stereo not given)
 : / | i
> COc1cccc(CNC(=O)c2c(OC)cc(=O)n3c2CCN(C(=O)c2ccc(Cl)cc2)CC3)c1
 : / | i
> CCn1c(-c2cccc(OC)c2)nc2cc(NC(C)=O)cc(C(=O)N3CCC[C@H]3C(=O)OC)c21
 : / | i
> COc1ccccc1CCNc1ncnc2sc(C(=O)N3CCCCC3)c(C)c12
 : / | i
> CNC[C@H](O)[C@@H](O)[C@H](O)[C@H](O)CO
 : / | i
> C[C@@H]1CN(Cc2ccc3c(c2)CN(Cc2nc(-c4ccccc4)cs2)CCO3)C[C@H](C)O1
 : / | ?
> CC1(C)S[C@@H]2[C@H](NC(=O)[C@H](N)c3ccccc3)C(=O)N2[C@H]1C(=O)OCOC(=O)[C@@H]1N2C(=O)C[C@H]2S(=O)(=O)C1(C)C
 : / | i
> COc1ccc2c(c1)CCc1cnc(-n3ncc(C(=O)NCCN4CCOCC4)c3C)nc1-2
 : / | i
> COc1ccc(-c2cc(C(=O)N3CCc4c(cnc(C)c4CNC(=O)c4ccsc4)C3)[nH]n2)cc1
 : / | i
> CC(C)c1c(C(=O)Nc2ccccc2)c(-c2ccccc2)c(-c2ccc(F)cc2)n1CC[C@@H](O)C[C@@H](O)CC(=O)O
 : / | i
> COc1cc(OC)c2nc(-c3cc4c(c(OC)c3)OCCN(Cc3cn(C)nc3C)C4)cc(C)c2c1
 : / | ?
> CSc1ccc(/C=C2/C(C)=C(CC(=O)O)c3cc(F)ccc32)cc1
 : / | ?
> CC1=C(C(=O)OCCN(Cc2ccccc2)c2ccccc2)C(c2cccc([N+](=O)[O-])c2)C(P2(=O)OCC(C)(C)CO2)=C(C)N1 (stereo not given)
 : / | i
> CC1=C(C(=O)O)N2C(=O)[C@@H](NC(=O)[C@@H](N)c3ccccc3)[C@@H]2SC1
 : / | i
> CCC(O)CNC(=O)c1cnn(-c2nccc(-c3cc(C)sc3C)n2)c1C1CC1 (stereo not given)
 : / | i
> Cc1ccsc1CN1CCc2nnc(CCNC(=O)c3ccc(F)cc3)n2CC1
 : / | i
> COc1ccc(N2CCN(C(=O)c3cc(NC(C)=O)c4c(c3)ncn4CCc3ccccn3)CC2)cc1
 : / | i
> COc1ccc(CCNc2ncnc3sc(C(=O)N4CCCCC4)c(C)c23)cc1OC
 : / | i
> COCC1CCCN(Cc2ccc3c(c2)CN(C(=O)c2cnn(C(C)C)c2)CCO3)C1 (stereo not given)
 : / | i
> CC(=O)N[C@@H](CCC(N)=O)C(=O)O
 : / | i
> CCCCCN(CCCOC)C(=O)C(CCC(=O)O)NC(=O)c1ccc(Cl)c(Cl)c1 (stereo not given)
 : / | i
> Cn1c(-c2ccncc2)nc2cc(C(=O)N3CCCC3c3nccs3)cc(NC(=O)C3CCC3)c21 (stereo not given)
 : / | i
